Source: PubChem BioAssay
Y pestis TopoI – inhibitors of Yersinia pestis topoisomerase I. Y. pestis Topo-I cleavage product accumulation, plate reader. activity, % at 10 µM. 0.064% of 360,000 active. AID 504884; in the data active = activity above about 50%, passing the limit was not always enough; also: inactives centre near 2
PfHsp40 rescue – rescue of PfHsp40-mediated yeast toxicity. S. cerevisiae expressing PfHsp40, growth rescue, ATP luminescence. growth rescue, % at 12.5 µM. 0.68% of 340,000 active. AID 504582; in the data active = growth rescue above about 28%, passing the limit was not always enough;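 also: yeast W303a lacking pdr1 and pdr3 grown in galactose medium; growth measured after three days at 30 °C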
GDH-TPI inh – counter-screen for M. tuberculosis FBA inhibitors: GDH-TPI coupled enzymes; GDH-TPI coupled enzyme counterscreen, NADH absorbance; inhibition, % at 4.8 µM; 1.2% of 360,000 active; AID 588335; in the data active = inhibition above about 30%;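 also: 0% = DMSO wells and 100% = wells lacking the enzyme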
Mtb BioA inh – inhibitors of Mycobacterium tuberculosis BioA enzyme; AID 602481; 0.096% of 360,000 active; purified M. tuberculosis BioA enzyme, plate reader; inhibition, % at 9.99 µM; in the data active = inhibition above about 40%
FadD28 FP inh – inhibitors of Mycobacterium tuberculosis FadD28 bisubstrate binding; inhibition, % at 12.5 µM; FadD28 bisubstrate probe binding, fluorescence polarization; AID 588549; 0.22% of 360,000 active; in the data active = inhibition above about 8.5%, passing the limit was not always enough
TcdB inh – blocks C. difficile toxin B glycohydrolase activity; inhibition, % at 9.99 µM; TcdB glycohydrolase enzymatic assay, plate reader; P18177; AID 652162; 0.24% of 350,000 active; in the data active = inhibition above about 10%
UGM FP inh – blocks M. tuberculosis UGM enzyme. P9WIQ1. purified UGM, fluorescence polarization probe displacement. inhibition, % at 10 µM. 0.06% of 320,000 active. AID 504406; in the data active = inhibition above about 10%, passing the limit was not always enough
Target sequence (P9WIQ1 whole entry, looked up): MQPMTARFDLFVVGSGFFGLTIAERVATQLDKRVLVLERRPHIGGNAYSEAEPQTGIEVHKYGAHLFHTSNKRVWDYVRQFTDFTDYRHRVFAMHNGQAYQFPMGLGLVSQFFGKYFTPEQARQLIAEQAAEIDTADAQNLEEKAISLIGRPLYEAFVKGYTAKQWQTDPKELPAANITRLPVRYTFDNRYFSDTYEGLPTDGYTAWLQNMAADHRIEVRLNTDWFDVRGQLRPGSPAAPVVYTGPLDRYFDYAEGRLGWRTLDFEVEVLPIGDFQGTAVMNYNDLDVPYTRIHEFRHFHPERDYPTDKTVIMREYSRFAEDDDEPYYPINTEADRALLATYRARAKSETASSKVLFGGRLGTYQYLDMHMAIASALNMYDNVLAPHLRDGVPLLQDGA
FBA Mtb inh – inhibits M. tuberculosis FBA enzyme | purified M. tuberculosis FBA, fluorescence read-out | 2.3% of 360,000 active | inhibition, % at 1 µM; in the data active = inhibition above about 27%;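 also: 0% = vehicle and 100% = reference inhibitor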
Target sequence (P9WQA3 whole entry, looked up): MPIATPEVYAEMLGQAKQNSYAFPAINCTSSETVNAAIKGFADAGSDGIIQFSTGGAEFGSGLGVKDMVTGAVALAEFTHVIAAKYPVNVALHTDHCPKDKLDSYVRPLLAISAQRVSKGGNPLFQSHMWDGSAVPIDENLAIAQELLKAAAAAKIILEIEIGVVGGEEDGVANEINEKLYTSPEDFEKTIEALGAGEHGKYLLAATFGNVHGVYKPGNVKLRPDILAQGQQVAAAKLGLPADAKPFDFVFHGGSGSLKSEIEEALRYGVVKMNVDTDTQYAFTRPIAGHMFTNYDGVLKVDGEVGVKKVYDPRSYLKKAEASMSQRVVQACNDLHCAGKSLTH
Vc quorum ag – quorum light induction in luxS cqsA deficient V. cholerae. V. cholerae BH1578 lux reporter, luminescence, 6 h. activation, % at 18.7 µM. 0.16% of 350,000 active; in the data active = activation mostly above about 9.7%, no sharp cut-off; also: not every result past the cut was called active; inactives centre near 0; reference of the scale not given here
Active calls of the source: *; i = inactive; . = not tested or not shown.

SMILES | Y pestis TopoI | PfHsp40 rescue | GDH-TPI inh | Mtb BioA inh | FadD28 FP inh | TcdB inh | UGM FP inh | FBA Mtb inh | Vc quorum ag
Clc1cnc(N/N=C/c2ccncc2)c(Cl)c1 | -2 | -1.2 | 21 | 4.9 | -2.3 | 2.0 | -2.3 | -3 | -0.6
Cc1ccc(S(=O)(=O)N2CCCCC2)cc1C(=O)OC(C)C(=O)NCC1CCCCC1 (stereo unspecified) | 20 | 1.6 | -5 | . | -0.2 | 2.3 | . | 1 | -0.3
CCn1cc(Br)c(C(=O)Nc2sc3c(c2C(N)=O)CCCC3)n1 | -4 | -1.5 | 9 | -1.9 | -1.2 | . | 0.8 | 5 | -0.1
O=C(Nc1ccccc1)N1CCSCC1 | -10 | 0.0 | 11 | . | 1.7 | . | 0.2 | 2 | -0.3
Cc1c(O)c(S(=O)c2ccccc2)c(=O)n(-c2ccccc2)c1-c1ccccc1 (stereo unspecified) | -7 | -0.2 | -1 | . | -1.8 | . | 0.8 | 8 | 4.2
CCn1c(C)nc2cc(C(=O)NNS(=O)(=O)c3cc(Br)ccc3Br)ccc21 | 2 | -1.4 | -6 | . | -3.7 | -5.9 | -0.2 | 1 | -0.5
Cc1ccc(S(=O)(=O)N[C@H](C(=O)NCC2CCC(C(=O)O)CC2)C(C)C)cc1 (stereo partly specified) | -3 | 0.3 | 8 | -1.5 | -1.2 | 0.0 | 1.5 | 3 | i
CC(C)CC(NC(=O)C(CO)NC(=O)C1CCC(=O)N1)C(N)=O (stereo unspecified) | -1 | -0.2 | 2 | . | 0.3 | . | 1.9 | -1 | i
Cc1ccc(-c2cc(C(F)(F)F)n3ncc(C(=O)NCc4ccco4)c3n2)cc1 | 1 | -0.7 | -6 | 0.8 | -3.3 | . | 3.8 | 2 | i
O=C(NCCc1ccccc1)c1ccc(NC(=O)c2cccnc2)cc1 | -3 | 0.4 | 5 | 1.7 | -1.1 | 1.4 | 2.8 | -2 | -0.3
Fc1ccc(N2CCN(Cc3cnc(Oc4ccc(Br)cc4)s3)CC2)cc1 | 9 | 2.4 | 10 | -3.7 | 0.2 | . | 1.9 | 2 | -5.9
CC(C)=CCC[C@](C)(O[C@@H]1O[C@H](CO[C@@H]2OC[C@@H](O)[C@H](O)[C@H]2O)[C@@H](O)[C@H](O)[C@H]1O)C1CC[C@]2(C)C1[C@H](O)CC1[C@@]3(C)CC[C@H](O[C@@H]4O[C@H](CO)[C@@H](O)[C@H](O)[C@H]4O)C(C)(C)C3CC[C@]12C (stereo partly specified) | 40 | 9.7 | 9 | 6.0 | -0.2 | 0.6 | 2.6 | -1 | i
Cc1ccccc1-n1c(=O)cc(NCC2CCCO2)[nH]c1=O (stereo unspecified) | -3 | -1.4 | 5 | -1.1 | -0.4 | 0.2 | -0.8 | 0 | i
CCOC(=O)c1c(-c2ccc(C)cc2)csc1NC(=O)C1CC=CCC1C(=O)O (stereo unspecified) | -9 | 0.9 | 7 | -0.9 | -1.0 | . | 1.3 | 5 | -0.6
CC(C)N(C)C1=CC(=O)C(N(C)C(C)C)=CC1=O | -8 | -1.5 | 2 | . | -1.9 | -9.6 | . | -1 | .
COc1ccc(CCNC(=O)C2CCCN(S(=O)(=O)c3cnc[nH]3)C2)cc1OC (stereo unspecified) | 3 | 0.1 | 7 | 0.2 | 1.3 | 2.1 | 0.8 | 1 | -0.6
Cc1ccc(OCC(=O)Nc2ccc3c(c2)OCO3)cc1C | 3 | 2.0 | 12 | . | -2.1 | -0.6 | 1.8 | 2 | -2.9
Cc1ccc(/C=C2/Sc3ccc(C(=O)N4CCN(C)CC4)cc3NC2=O)cc1 | 7 | -1.4 | 10 | 2.9 | -3.2 | -0.5 | 2.2 | 1 | -0.2
O=C1CSC2(CCCCC2)N1CCO | -4 | 1.3 | -1 | -1.8 | 0.1 | . | 1.0 | -2 | -0.3
Cc1ccc(-n2cc3ccc([N+](=O)[O-])cc3n2)cc1 | -3 | 1.0 | 18 | -1.7 | -0.5 | . | 0.7 | -4 | -0.3
CS(=O)(=O)N1CCSC1c1ccc(Br)cc1 (stereo unspecified) | 3 | -0.7 | -4 | 1.1 | 0.7 | 0.3 | 0.0 | 5 | i
O=C(NCCc1ccccc1)c1nc(-c2cccs2)no1 | 1 | 0.2 | 8 | . | -0.8 | -0.2 | -2.7 | 1 | -0.7
Cc1ccc(-n2cc(CNCCc3cscn3)c(-c3ccc(F)cc3)n2)cc1 | 11 | -0.4 | -3 | . | -1.8 | 0.5 | 0.0 | -1 | -0.4
COc1ccc(NC(=O)CN(C)Cc2c(F)cccc2Cl)cc1S(=O)(=O)N1CCCCC1 | 27 | 1.0 | 6 | . | -0.3 | 1.7 | 1.8 | 2 | i
[N-]=[N+]=CC(=O)CNC(=O)[C@@H](Cc1ccccc1)N1C(=O)c2ccccc2C1=O | -5 | 0.7 | 6 | -1.3 | -3.9 | . | 1.0 | 2 | i
CC(C(=O)Nc1ccc(S(=O)(=O)N2CCCC2)cc1)N1CCc2ccccc2C1 (stereo unspecified) | 26 | -1.0 | 3 | -0.5 | 1.1 | -0.3 | -0.1 | -2 | -1.6
COCc1cc(=O)oc2cc(NC(=O)c3ccc(C(C)(C)C)cc3)ccc12 | -9 | -0.8 | -7 | -1.6 | -1.3 | . | 1.5 | 0 | -0.5
CCC(=O)N1CCc2cc(S(=O)(=O)NCCC(=O)NC3CCCCCC3)ccc21 | 10 | 0.8 | 5 | 0.0 | -2.3 | 1.7 | -1.7 | 0 | -0.3
Cc1ccc(-c2csc(N(Cc3ccco3)C(=O)c3cccs3)n2)cc1 | 10 | 1.5 | -3 | -1.1 | -4.2 | . | -1.7 | 0 | -0.4
CC(=O)c1ccc(NC(=O)c2sc3nc(C)c(C)c(C)c3c2N)cc1 | 2 | 1.1 | 13 | 2.9 | -2.6 | 1.6 | 0.5 | 1 | i
COc1ccc(C(OCC(O)CN2CCC(O)CC2)c2ccc(OC)cc2)cc1 (stereo unspecified) | -7 | -0.1 | 0 | 0.4 | -2.2 | -2.6 | -2.7 | 1 | -0.1
CCCOc1ccc(OCCOCCNCc2ccccc2)cc1 | 7 | 0.9 | -6 | 0.0 | -3.9 | -0.2 | -2.2 | -2 | 0.1
CCCCCCN1N=C(C)C(C(=O)c2ccc(Cl)cc2)C1=O (stereo unspecified) | -2 | 519* | 10 | . | -0.9 | . | 2.8 | -3 | -0.4
O=C(c1cc(Cl)ccc1Cl)N1CCN(c2ccccn2)CC1 | 1 | 0.9 | 0 | 0.4 | -1.8 | 1.4 | 1.7 | -4 | i
CC(C)Cc1nnc(NC(=O)c2ccc3c(c2)NC(=O)C(C)S3)s1 (stereo unspecified) | -5 | 0.2 | -1 | . | 0.8 | 2.2 | 2.0 | 16 | 0.7
Cc1cc(NC(=O)c2ccc(NC(=O)C3CCCO3)cc2)ccc1Br (stereo unspecified) | -3 | -0.9 | -4 | -2.1 | -3.0 | 1.4 | -1.3 | 0 | i
CC(C)CCn1c(=O)c2ccccc2n2c(CN3CCOCC3)nnc12 | 1 | -0.8 | 2 | . | -4.4 | 0.8 | -1.2 | 1 | -0.3
COCCN(C(=O)CSc1n[nH]c(-c2ccccc2)n1)c1c(N)n(Cc2ccccc2)c(=O)[nH]c1=O | 5 | -1.7 | -1 | . | -0.6 | 6.2 | 2.1 | -2 | 0.1
CCCCN(C(=O)CSc1nnc2ccccn12)c1c(N)n(Cc2ccccc2)c(=O)[nH]c1=O | 9 | -0.5 | -4 | . | -3.2 | 0.8 | 0.4 | -1 | -0.5
CCCCOC(=O)Cn1c(=O)c2c(nc(Br)n2Cc2ccccc2)n(C)c1=O | 8 | 0.1 | 8 | -0.6 | -2.7 | . | 0.3 | -10 | i
Cc1noc(N)c1C1(O)C(=O)N(C(C)C)c2ccccc21 (stereo unspecified) | 1 | -0.2 | -9 | 0.6 | -5.2 | -0.5 | 3.0 | 2 | -0.3
Cc1ccc(C(C)(C)NC(=O)C2CCC(=O)N(CCCN3CCOCC3)C2)cc1 (stereo unspecified) | 2 | -1.3 | 7 | -0.9 | -0.9 | -6.7 | -0.2 | -1 | -7.1
COc1ccccc1N(CC(=O)NC(C)C)S(=O)(=O)c1cccs1 | -5 | 0.5 | -3 | -1.8 | -1.8 | -0.2 | 1.1 | -1 | -0.4
COc1cccc(C(=O)CSc2nnc(CNc3nc(-c4ccccc4)cs3)n2C)c1 | -5 | -1.7 | -3 | -0.5 | -2.3 | . | 3.5 | 2 | -0.3
S=c1[nH]c2cc(Cl)c3cccnc3c2o1 | -12 | -0.8 | 1 | 0.1 | -0.9 | 1.9 | 0.5 | 5 | -0.2
O=C1CCC(C(=O)Nc2cccc(S(=O)(=O)N3CCOCC3)c2)N1 (stereo unspecified) | 4 | 0.3 | -3 | . | -3.2 | 5.5 | 1.1 | 1 | 0.5
O=C(N/N=C/c1ccncc1)c1cccs1 | -6 | 1.0 | 5 | 4.7 | -2.8 | . | -2.2 | -2 | i
CSc1nnc(C(C)(C)C)c(=O)n1/N=C/c1c(O)ccc2ccccc12 | 3 | 2.3 | 8 | 1.7 | 0.3 | -0.1 | -1.8 | 1 | -0.3
CCOC(=O)c1c(N/C=C(\C#N)c2nc(-c3ccc(OC(C)=O)cc3)cs2)sc2c1CCC2 | -3 | 0.6 | 4 | -2.4 | -1.7 | 1.6 | . | 1 | -0.6
COc1ccc(S(=O)(=O)N2CCCC2CNC(=O)C(=O)NCc2ccccc2)cc1 (stereo unspecified) | 17 | 0.9 | 7 | -0.1 | -1.8 | -0.5 | -0.6 | 1 | -0.7
CCCCc1ccc(NC(=O)CSc2nc(=O)n3cc(C)ccc3n2)cc1 | 47 | 1.0 | -1 | . | -0.4 | -1.2 | 1.1 | 1 | -0.7
C=CCN=c1scc(-c2ccc(F)cc2)n1/N=C/c1ccccn1 | 27 | 0.6 | 8 | . | 0.8 | 0.4 | 0.3 | -4 | i
CN(CC(=O)Nc1ccc(S(N)(=O)=O)cc1)C1CCCCC1 | -6 | -1.4 | -3 | -1.6 | -2.6 | 0.1 | -0.6 | 6 | -0.1
CCOC(=O)C1(Cc2ccccc2)CCN(Cc2cccc3c2OCO3)CC1 | 8 | 0.3 | -1 | . | 0.3 | 0.9 | -3.4 | 0 | -0.2
CCOc1ccccc1C(=O)NCC(=O)OCCCOC(=O)CNC(=O)c1ccccc1OCC | 28 | 1.9 | 0 | -0.8 | -1.6 | 0.6 | -2.4 | 0 | 1.4
O=C(Nc1ccc2ccccc2c1)c1ccccc1Cl | -1 | . | 7 | 0.0 | -5.5 | 2.8 | . | -3 | -1.3
CC1CCC2(CC1)NC(=O)N(CC(=O)Nc1ccc3c(c1)OCCO3)C2=O (stereo unspecified) | 9 | -0.7 | 4 | . | -3.2 | -0.8 | -0.7 | 2 | -0.5
CN(C)/C=C/C(=O)c1cnc(-c2cccc(Cl)c2)s1 | 4 | -0.1 | 19 | . | -0.7 | 0.4 | 0.3 | -2 | -0.1

Compound profiles (already shown). Screens in order: Y pestis TopoI, PfHsp40 rescue, GDH-TPI inh, Mtb BioA inh, FadD28 FP inh, TcdB inh, UGM FP inh, FBA Mtb inh, Vc quorum ag
CN(C)/C=C/C(=O)c1cnc(-c2cccc(Cl)c2)s1 is listed with 4, -0.1, 19, ., -0.7, 0.4, 0.3, -2, -0.1
COc1ccc(S(=O)(=O)N2CCCC2CNC(=O)C(=O)NCc2ccccc2)cc1 (stereo unspecified) is listed with 17, 0.9, 7, -0.1, -1.8, -0.5, -0.6, 1, -0.7
CCOC(=O)c1c(N/C=C(\C#N)c2nc(-c3ccc(OC(C)=O)cc3)cs2)sc2c1CCC2 is listed with -3, 0.6, 4, -2.4, -1.7, 1.6, ., 1, -0.6

Two of the compounds above, in CSV form:
smiles,Y pestis TopoI,PfHsp40 rescue,GDH-TPI inh,Mtb BioA inh,FadD28 FP inh,TcdB inh,UGM FP inh,FBA Mtb inh,Vc quorum ag
CC(=O)c1ccc(NC(=O)c2sc3nc(C)c(C)c(C)c3c2N)cc1,2,1.1,13,2.9,-2.6,1.6,0.5,1,i
COc1ccc(C(OCC(O)CN2CCC(O)CC2)c2ccc(OC)cc2)cc1 (stereo unspecified),-7,-0.1,0,0.4,-2.2,-2.6,-2.7,1,-0.1
